NCI-60 one-dose screen, 48 h, at 10 µM unless noted. Numbers give growth in % (100 = growth as untreated, 0 = no growth, -100 = all killed).
K-562 – K-562 leukemia; 78,000 tested, 7.4% active
MDA-MB-231 – MDA-MB-231 breast cancer; 81,000 tested, 5% active; AID 1794789
SR – SR leukemia cells. 73,000 tested, 8.7% active
MDA-MB-468 – MDA-MB-468 breast cancer; 78,000 tested, 8.5% active
BT-549 – BT-549 breast cancer; 78,000 tested, 4.4% active
MOLT-4 – MOLT-4 leukemia cells; 80,000 tested, 6.9% active; AID 1794779
MCF7 – MCF7 breast cancer | 82,000 tested, 6.3% active | AID 1794796
T-47D – T-47D breast cancer | 79,000 tested, 5% active | AID 1794792
An asterisk follows results filed as active; · = no result given; & = joins results of further samples. Rule for the calls: active = growth percent below 10; inactive = the rest.

entry	SMILES	K-562	MDA-MB-231	SR	MDA-MB-468	BT-549	MOLT-4	MCF7	T-47D
1	COc1ccc(OC)c(N(CCN2C(=O)c3ccccc3C2=O)C(=O)C2CCC(=O)C2C)c1 (stereo not drawn)	101	126	111	·	100	94	105	103
2	O=C(O)c1c2ccccc2nc2[nH]c3ccccc3c12	98	101	94	109	116	104	91	95
3	NC(CCC(=O)NC(CS)C(=O)NCC(=O)O)C(=O)O (stereo not drawn)	84	117	97	102	119	102	103	107
4	CCCCn1c(=O)c2c(nc(NCCc3ccc(OC)c(OC)c3)n2C)n(C)c1=O	106	100	104	106	104	102	94	100
5	CC[C@@H](C)/C=C(C)/C=C/C(=O)c1c(O)c(-c2ccc(OC(=O)[C@@]34CC[C@@](C)(C(=O)O3)C4(C)C)cc2)cn(O)c1=O	·	37	·	-4.0*	-0.7*	·	16	35
6	Cc1nc2ccc(Br)cn2c1-c1nnc(SCc2cc(F)ccc2F)o1	·	77	·	84	103	100	57	92
7	CC1(C)CC(=O)C2=C(C1)N(c1ccc(F)cc1F)C(N)=C(C#N)C2c1ccc(F)c(Br)c1 (stereo not drawn)	102	100	96	100	111	107	99	107
8	CCN(CC)C(=O)N1CCN(C)CC1	117	108	99	103	99	99	118	112
9	CCCCCCCCN(CCCCCCCC)CC(O)c1cc(C)c2ccc3cc(C(C)C)ccc3c2c1 (stereo not drawn)	87	103	93	114	111	95	104	101
10	O=C([C@H]1C[C@H]1c1ccc(S(F)(F)(F)(F)F)cc1)N1CCN(c2cc(Cl)ccc2C(F)(F)F)CC1	74	97	88	59	106	77	90	75

Reprinted from the part before: three compounds, then new ones.
entry	SMILES	K-562	MDA-MB-231	SR	MDA-MB-468	BT-549	MOLT-4	MCF7	T-47D
8	CCN(CC)C(=O)N1CCN(C)CC1	117	108	99	103	99	99	118	112
9	CCCCCCCCN(CCCCCCCC)CC(O)c1cc(C)c2ccc3cc(C(C)C)ccc3c2c1 (stereo not drawn)	87	103	93	114	111	95	104	101
10	O=C([C@H]1C[C@H]1c1ccc(S(F)(F)(F)(F)F)cc1)N1CCN(c2cc(Cl)ccc2C(F)(F)F)CC1	74	97	88	59	106	77	90	75
11	CC/C(=C(\c1ccccc1)c1ccc(OCCNC)cc1)c1ccccc1	-6.0*	·	·	-98*	-91*	27	-96*	·
12	COc1ccccc1C(=O)Nc1cccc2c1C(=O)C(=O)C=C2	63	81	58	103	96	37	81	99
13	COc1cc([C@H]2[C@]3(C#N)C(N)=NC(=C(C#N)C#N)[C@]23C#N)cc(OC)c1OC	103	110	102	101	110	100	100	98
14	O=c1c2ccccc2oc2cc(Br)ccc12	102	103	82	118	103	89	81	93
15	Nc1ccn(C2OC3COC2C3O)c(=O)n1 (stereo not drawn)	108	99	103	95	102	81	91	94
16	O=c1cc(NNC(=S)NCc2ccccc2)c2cc(Cl)ccc2[nH]1	101	95	95	100	99	101	92	94
17	COc1ccc2[nH]c(=O)c(COC(=O)CC(=O)O)cc2c1	101	105	90	107	105	102	99	99
18	O=C1[C@@H]2Cc3c([nH]c4ccccc34)[C@H](c3ccc(Cl)cc3)N2C(=O)CN1C1CCN(CC2CCCCC2)CC1	67	93	78	90	105	74	72	88
19	CC1CCN(CCCCCOc2ccc3oc4ccc(Cl)cc4c(=O)c3c2)CC1	9.6*	48	15	55	76	27	60	63
20	O=C(Nc1cc(F)ccc1C1=NCC(CO)O1)c1ccccc1 (stereo not drawn)	99	122	106	100	89	95	94	74

entry	SMILES	K-562	MDA-MB-231	SR	MDA-MB-468	BT-549	MOLT-4	MCF7	T-47D
21	COc1ccc(C(C#N)CC(=O)c2ccc(OCc3ccccc3)c(OC)c2)cc1OC (stereo not drawn)	75	78	89	83	79	73	93	69
22	CCC(C#N)N(Cc1ccc(CN(C(=O)c2ccccc2)C(C#N)CC)cc1)C(=O)c1ccccc1 (stereo not drawn)	84	61	75	69	96	68	86	76
23	COc1ccc(OCC(=O)OC(C)C)cc1	99	98	92	84	109	91	94	101
24	COc1cc(C2CC(=O)Nc3c2ncn3-c2ccc(Cl)cc2)cc(OC)c1OC (stereo not drawn)	102	93	92	95	85	89	87	79
25	O=C1NC2C(NC(=O)N2Cl)N1Cl (stereo not drawn)	87	108	95	93	77	81	107	97
26	Nc1nc(N)c(-c2nc3ccccc3s2)c(CCCO)n1	83	105	96	100	109	97	76	103
27	CCCOC(=O)C(O)c1ccccc1 (stereo not drawn)	129	90	107	102	103	110	98	104
28	CC(C)CC(C#N)C(N)=O (stereo not drawn)	93	109	91	101	95	92	84	93
29	O=C1NC(c2ccccc2)(c2ccccc2)C(=O)N1CCN1C(=O)c2ccccc2C1=O	·	108	·	·	90	·	98	94
30	N/C(=N\Cl)C(Cl)(Cl)Cl	101	94	98	106	99	98	91	92

One compound at a time (already shown). Screens in order: K-562, MDA-MB-231, SR, MDA-MB-468, BT-549, MOLT-4, MCF7, T-47D
`CCCOC(=O)C(O)c1ccccc1` (stereo not drawn) is listed as 129, 90, 107, 102, 103, 110, 98, 104
`Nc1nc(N)c(-c2nc3ccccc3s2)c(CCCO)n1` is listed as 83, 105, 96, 100, 109, 97, 76, 103
`COc1ccc(OCC(=O)OC(C)C)cc1` is listed as 99, 98, 92, 84, 109, 91, 94, 101
`O=C1NC2C(NC(=O)N2Cl)N1Cl` (stereo not drawn) is listed as 87, 108, 95, 93, 77, 81, 107, 97
`COc1ccc(C(C#N)CC(=O)c2ccc(OCc3ccccc3)c(OC)c2)cc1OC` (stereo not drawn) is listed as 75, 78, 89, 83, 79, 73, 93, 69

Already shown: 4 of the compounds above.
entry	SMILES	K-562	MDA-MB-231	SR	MDA-MB-468	BT-549	MOLT-4	MCF7	T-47D
24	COc1cc(C2CC(=O)Nc3c2ncn3-c2ccc(Cl)cc2)cc(OC)c1OC (stereo not drawn)	102	93	92	95	85	89	87	79
25	O=C1NC2C(NC(=O)N2Cl)N1Cl (stereo not drawn)	87	108	95	93	77	81	107	97
26	Nc1nc(N)c(-c2nc3ccccc3s2)c(CCCO)n1	83	105	96	100	109	97	76	103
27	CCCOC(=O)C(O)c1ccccc1 (stereo not drawn)	129	90	107	102	103	110	98	104

Next section
entry	SMILES	K-562	MDA-MB-231	SR	MDA-MB-468	BT-549	MOLT-4	MCF7	T-47D
31	COc1nc2c(c(=O)n1C)CN(c1ccccc1)C=N2	103	82	89	97	·	98	93	74
32	Cc1cc(=O)oc2cc(OCC(O)CNN3C(=O)c4cccc5c(N6CCCC6)ccc(c45)C3=O)ccc12 (stereo not drawn)	77	91	68	38	89	64	42	83
33	C/C(Cc1ccc(Cl)cc1)=C(\c1ccc(OCCN2CCCCCC2)cc1)c1ccc(OC(=O)Cc2ccccc2)cc1	1.3*	82	1.3*	69	89	24	19	58
34	COc1ccc(-c2cc(-c3ccc(Cl)cc3)nc(SCCCCCC(=O)NO)n2)cc1OC	75	94	56	93	100	94	91	88
35	O=C(Nc1nc2ccc(NS(=O)(=O)c3cccs3)cc2s1)c1ccco1	93	98	102	76	90	104	59	·
36	COc1ccc(NC(=O)CSc2nnc(-c3ccc4nc(-c5ccccc5)[nH]c4c3)o2)cc1	84	97	91	96	94	83	86	95
37	O=[N+]([O-])c1ccc(N=Nc2c(Cl)c(O)c3ccccc3c2O)nc1	86	82	121	·	102	95	80	92
38	CC(=O)Nc1cccc2c1Cc1cc([N+](=O)[O-])ccc1-2	82	97	·	99	87	81	95	99
39	Cc1cc2nc(-c3ccccc3)c(-c3ccccc3)nc2cc1C	·	94	77	106	97	89	89	86
40	N[C@@H](Cc1ccccc1)C(=O)O	103	104	96	110	107	108	108	101

entry	SMILES	K-562	MDA-MB-231	SR	MDA-MB-468	BT-549	MOLT-4	MCF7	T-47D
41	C/C(=C\c1ccccc1)c1ccncc1	106	97	149	·	90	111	110	103
42	O=C(O)c1cc(NC(=O)C(Cl)Cl)cc([N+](=O)[O-])c1	·	101	·	100	96	·	91	91
43	Fc1ccc2[nH]cc(-c3nn4cc(-c5cccnc5)nc4s3)c2c1	·	81	·	82	105	·	66	69
44	CCCCCCCCCC1OCC(CC)C(CCC)O1 (stereo not drawn)	104	117	110	103	·	109	103	103
45	CC(=O)OC1CCC2(C)C(=CCC3C2CCC2(C)C(C(=O)CC(C#N)(C#N)C(C#N)C#N)CCC32)C1 (stereo not drawn)	84	108	87	88	108	88	96	109
46	CCCCN(C(=O)c1cnc(Cl)c(Cl)c1)c1c(N)n(CCC)c(=O)[nH]c1=O	64	106	44	113	96	110	104	100
47	Cc1ncsc1CCO	108&103	105&103	111&104	107&99	100&101	116&105	96&109	94&93
48	O=C(O)CC(c1ccccc1)c1ccccc1	94	116	92	114	108	89	100	95
49	O=S(=O)(Oc1ccc(/C=N/N=c2/sc(-c3ccccc3)cn2-c2ccccc2)cc1)C(F)(F)C(F)(F)C(F)(F)C(F)(F)C(F)(F)C(F)(F)F	101	104	99	107	101	97	96	98
50	NS(=O)(=O)c1ccc(N2C(=O)c3cccc4cccc(c34)C2=O)cc1	121	103	94	104	103	99	103	100

entry	SMILES	K-562	MDA-MB-231	SR	MDA-MB-468	BT-549	MOLT-4	MCF7	T-47D
51	O=S(=O)(Nc1ccc(Cl)nn1)c1ccc(NC(=S)OCCO)cc1	102	96	89	·	102	97	97	105
52	O=C1c2ccccc2C(=O)N1OCCCBr	91	106	92	92	103	102	85	96
53	O=C(/C=C/c1ccccc1)c1ccc(O)c(CN2CCN(c3cc4c(cc3F)c(=O)c(C(=O)O)cn4C3CC3)CC2)c1	17	33	·	3.6*	28	36	8.0*	28
54	C[C@H](CCC(=O)NCc1ccc(C(=O)NCc2ccc(C(=O)NO)cc2)cc1)[C@H]1CC[C@H]2[C@@H]3[C@@H](O)C[C@@H]4C[C@H](O)CC[C@]4(C)[C@H]3CC[C@]12C	73	90	72	79	91	68	76	83
55	COC(=S)SCN(CSC(=S)OC)c1ccccc1Cl	103	96	95	93	88	86	96	92
56	CC(=O)C(C(c1ccccc1)N1CCOCC1)N1CCOCC1 (stereo not drawn)	101	119	108	88	95	99	97	108
57	CN(C)c1ccc(C(c2ccc(N(C)C)cc2)c2cccc([N+](=O)[O-])c2)cc1	64	82	·	93	134	78	89	73
58	CCOC(=O)NC(=O)NC(=O)OCC	99	105	88	101	104	98	91	100
59	CCN(CC)c1ccc(C(=C2C=CC(=[N+](CC)CC)C=C2)c2ccc(S(=O)(=O)O)cc2S(=O)(=O)[O-])cc1	95	113	·	96	96	76	95	93
60	CC(c1ccc2ccccc2c1)c1ccccc1C(=O)O (stereo not drawn)	84	144	91	86	130	90	95	99

Some values from the list.
BT-549 result of entry 54 reads 91
MOLT-4 result of entry 55 reads 86

Following part
entry	SMILES	K-562	MDA-MB-231	SR	MDA-MB-468	BT-549	MOLT-4	MCF7	T-47D
61	O=c1nc(-c2ccccc2)cc(-c2cc3ccccc3nc2Cl)[nH]1	-12*	·	·	17	13	-19*	4.7*	45
62	O=C(OCC(=O)c1cc2ccccc2o1)c1ccc(NS(=O)(=O)c2cccs2)cc1	86	98	·	·	92	92	104	92
63	CCOC(=O)/C=C1/SC(N2CCCCC2)C(=O)N1CC (stereo not drawn)	52	95	·	111	88	72	97	86
64	COc1cccc(C(=O)Nc2ccc(CN3CCc4nc5cc(OC)c(OC)cc5cc43)cc2)c1	25	48	24	64	65	26	12	32
65	CCCCCCCCCCCCCCCCCCNC(=O)N1CC1	86	103	63	·	92	101	92	96
66	Cc1cc(-c2ccc(N=C=O)c(C)c2)ccc1N=C=O	109	113	·	105	96	101	93	98
67	COc1ccc2cc(C(C)C(=O)Nc3ccc(S(N)(=O)=O)cc3)ccc2c1 (stereo not drawn)	88	111	104	104	·	91	97	120
68	O=c1cc(O)c2sc(-c3cccc(C(F)(F)F)c3)cc2[nH]1	76	109	76	110	87	90	96	76
69	CN1C(=O)C(=Cc2ccc(OCC(=O)N3CCCCC3)cc2)C(=O)N(C)C1=O	97	104	93	106	111	104	107	114
70	Cc1nc2c(cnn2-c2ccccc2)c(=O)n1-c1ccc(N2C(=O)C=CC2=O)cc1	90	·	·	81	106	119	95	107

entry	SMILES	K-562	MDA-MB-231	SR	MDA-MB-468	BT-549	MOLT-4	MCF7	T-47D
71	Cc1c(Cc2ccccc2)c(=O)oc2c(C)c(OCC(=O)NN3C(=O)CCC3=O)ccc12	107	94	86	100	103	95	91	90
72	O=c1[nH]nc(-c2ccc(Br)cc2)c2sc(NC(=S)Nc3ccc(Oc4ccccc4)cc3)nc12	90	96	·	106	96	99	92	92
73	COC(=O)/C(CCC=C(C)C)=C1\[C@@H](OC(C)=O)C[C@@]2(C)[C@H]1C[C@@H](O)[C@H]1[C@@]3(C)CC[C@H](NCCO)[C@@H](C)[C@@H]3CC[C@@]12C	95	106	98	104	114	97	99	103
74	CSc1ccc(NCc2cn(-c3ccc(C(=O)O)cc3)nc2-c2ccc(C(=O)O)cc2)cc1	102	113	111	108	105	110	96	103
